D1 antagonist: blocks dopamine activation of the human D1 receptor | P21728 | HEK293 TREx D1 cells, calcium flux, dopamine EC80; hits give low values | activity change, negative = inhibition, % at 10 µM | actives 3.2% (n = 360,000); in the data active = activity change below about -30%; note: % is set by controls: 0 for no effect and ±100 for the full control effect
Target sequence (P21728 whole entry, looked up): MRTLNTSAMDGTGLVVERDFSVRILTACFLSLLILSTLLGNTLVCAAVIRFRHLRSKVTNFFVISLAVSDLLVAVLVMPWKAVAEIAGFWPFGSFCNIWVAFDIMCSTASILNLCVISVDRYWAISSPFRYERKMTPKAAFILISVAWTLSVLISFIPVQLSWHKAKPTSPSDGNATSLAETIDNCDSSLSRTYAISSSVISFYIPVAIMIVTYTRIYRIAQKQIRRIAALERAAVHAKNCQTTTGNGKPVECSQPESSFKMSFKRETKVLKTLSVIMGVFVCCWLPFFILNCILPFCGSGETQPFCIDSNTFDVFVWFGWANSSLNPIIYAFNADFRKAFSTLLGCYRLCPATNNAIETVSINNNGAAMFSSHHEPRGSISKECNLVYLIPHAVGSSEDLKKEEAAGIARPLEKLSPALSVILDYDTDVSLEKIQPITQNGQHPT
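After overnight tetracycline induction at 30 C, force-coupled D1 HEK293 cells took up a no-wash calcium dye at room temperature. Compounds were added and monitored 180 s, and the response to EC80 dopamine was then recorded.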
D2 PAM: D2 dopamine receptor (human) potentiation. HEK293 T-REx D2, calcium flux, EC20 dopamine potentiation. AID 485347. actives 0.34% (n = 340,000). P14416. potentiation, % at 10 µM;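 active = potentiation over 3 SD above the plate norm, cut at about 30% in these data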; note: 0% is about no effect
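Calcium flux readout, no-wash dye, 1 read/s. Inducible HEK293 Trex D2 line, overnight 30 C. Compound alone 180 s (agonist flags), then EC20 dopamine, another 180 s to score potentiation.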
RXFP1 antagonist: antagonists of human relaxin receptor RXFP1; Q9HBX9; HEK293-RXFP1, relaxin-stimulated cAMP HTRF, 30 min; hits give low values; activity change, negative = inhibition, % at 57.5 µM; actives 0.59% (n = 350,000); AID 1259400;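 active = activity change of -60% or lower, but not beyond a set lower limit; inconclusive = change between -60% and -40%, or beyond the set limit; inactive = change above -40%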; note: % is set by controls: 0 for no effect and ±100 for the full control effect
D1 PAM: human D1 dopamine receptor positive modulation; P21728; HEK293 TREx D1 cells, calcium flux, dopamine EC20 potentiation; potentiation, % at 10 µM; actives 0.036% (n = 360,000); AID 504651; in the data active = potentiation above about 30%; note: 0% is about no effect
GRP78 ERSR act: ER stress response induction in glioma; U87-MG GRP78 promoter luciferase reporter, 16 h; Potency, µM, for the others: at the highest dose activation, hits mostly activators; actives 0.02% (n = 420,000); note: potency is the fitted concentration of half-maximal effect; series mostly up to about 76 µM; % of control where 0% means no effect; nearly all actives have a fitted effect of over 35% in size
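ERSR induction read as luciferase luminescence (Bright-Glo, 10 min at room temperature) in stably transfected human U87-MG glioma cells exposed to compounds for 16 h, using GRP78 as sensor.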
Vif-APOBEC3F blk: Vif-A3F binding inhibition; HeLa A3F-eYFP + Vif (tagged APOBEC3F with the HIV-1 protein that degrades it), YFP fluorescence increase; Potency, µM (top dose mostly 46.1 µM), inactives show at the highest dose activity, negative = active; actives 0.2% (n = 390,000); AID 602313; note: potency is the fitted concentration of half-maximal effect; % of control where 0% means no effect; nearly all actives have a fitted effect of over 65% in size
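HeLa cells stably expressing A3F-eYFP plus Vif, plated and incubated overnight at 37 deg C, then exposed to compounds overnight at 37 deg C. Blocked degradation read as raised yellow fluorescence (Ex 488/Em 500-530).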
Vif-APOBEC3G blk: inhibitors of Vif-APOBEC3G interaction; HeLa A3G-eYFP + Vif (tagged APOBEC3G with the HIV-1 protein that degrades it), YFP fluorescence, overnight; Potency, µM (top dose mostly 46.1 µM), for the others: at the highest dose activity, negative = active, usual class: inhibitors; actives 0.076% (n = 410,000); AID 602310;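 note: potency is the fitted concentration of half-maximal effect; % is set by controls: 0 for no effect and ±100 for the full control effect; nearly all actives have a fitted effect of over 60% in size; hits raise eYFP signal because A3G escapes Vif-driven loss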
Target sequence (Q9HC16 whole entry, looked up): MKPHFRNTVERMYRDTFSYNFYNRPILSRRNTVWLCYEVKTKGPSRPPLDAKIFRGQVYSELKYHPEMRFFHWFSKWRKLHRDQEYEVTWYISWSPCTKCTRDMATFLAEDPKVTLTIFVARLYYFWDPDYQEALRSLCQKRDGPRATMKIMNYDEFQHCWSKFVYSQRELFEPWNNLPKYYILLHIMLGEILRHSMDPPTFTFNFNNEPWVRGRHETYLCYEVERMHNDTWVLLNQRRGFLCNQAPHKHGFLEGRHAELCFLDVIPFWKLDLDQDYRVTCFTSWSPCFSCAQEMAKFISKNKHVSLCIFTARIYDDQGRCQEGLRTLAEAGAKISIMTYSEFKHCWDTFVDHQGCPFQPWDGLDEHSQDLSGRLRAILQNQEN
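HeLa cells stably expressing Vif and C-terminally eYFP-tagged A3G, seeded overnight at 37 deg C, then exposed to compound by pintool overnight at 37 deg C. Rise in yellow fluorescence (Ex 488/Em 500-530, Acumen) marks blocked Vif-driven A3G degradation.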
RXFP1 agonist: RXFP1 (human) receptor agonism. Q9HBX9. HEK293T-RXFP1 cAMP TR-FRET, 30 min; response scale: percent of porcine relaxin response, buffer zero. Potency, µM (titrated, usually from 57.5 µM), without a hit: at the highest dose activation, hits mostly activators. actives 0.3% (n = 370,000). AID 2676; note: potency is the fitted concentration of half-maximal effect; % is set by controls: 0 for no effect and ±100 for the full control effect; nearly all actives have a fitted effect of over 60% in size; many of its hits are not listed in these tables
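HEK293 cells stably expressing RXFP1, treated 30 min at 37C with compounds plus PDE4 inhibitor Ro 20174; cAMP measured by HTRF TR-FRET. Normalized to buffer and 29 nM porcine relaxin; EC50 by Hill fit.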
D1 ag: agonists of human D1 dopamine receptor. AID 504660. P21728. HEK293 T-REx D1 cells, calcium flux, agonist mode. activation, % at 2 µM. actives 1% (n = 360,000); in the data active = activation above about 30%; note: 0% is about no effect
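Inducible HEK293 T-REx D1 cells, force-coupled to calcium signalling, were plated at 4000 cells/well with tetracycline and held overnight at 30 C. After no-wash calcium dye loading, compound-evoked calcium rise over 180 s flagged agonists.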
Numbers without * were called inactive; ? = inconclusive; . = no result given. Unless noted, calls come from the whole dose curve; as a rule, active = well fitted curve in the direction sought with a large enough effect; inconclusive = small, poorly fitted or top-dose-only effect, or another doubt; inactive = no such curve, though single readings can be large; an effect the other way counts as inactive or inconclusive. Some of the compounds tested; the hit share may differ from the screen's.

Compound	D1 antagonist	D1 ag	D2 PAM	Vif-APOBEC3F blk	GRP78 ERSR act	D1 PAM	Vif-APOBEC3G blk	RXFP1 antagonist	RXFP1 agonist
COCCNC(=O)CSc1c2c(nc3cc(Cl)ccc13)CCCC2	-5	-2	-6	5%	-10%	-3	-22%	2	13%
Cc1sc2ncn(CC(=O)N3CCN(c4ccccn4)CC3)c(=O)c2c1S(=O)(=O)N1CCC(C)CC1	-4	3	3	-11%	-4%	5	1%	7	1.4%
Cc1cc(C(F)(F)F)nc(SCC(=O)NC2CCCCC2)n1	-6	3	-17	5%	-5%	-3	-2%	7	0.9%
O=[N+]([O-])c1ncn(C23CC4CC(CC(C4)C2)C3)n1	-7	4	1	-15%	-5%	7	0%	-12	1.7%
COc1cc(Cl)c([C@@H]2C[C@H]3CN(c4ccccc4)C(=O)[C@]34CCCN24)cc1OC	3	4	-5	-3%	-1%	1	-8%	2	0.0%
CC(C)C(NC(=O)c1c(F)cccc1F)C(=O)N1CCN(S(=O)(=O)c2ccc(F)cc2)CC1 (stereo not given)	5	0	13	0%	-2%	-9	2%	-7	0.5%
CCOc1ccccc1C(=O)N1CCC(n2nnc3cc(C(F)(F)F)ccc32)CC1	-22	7	-4	-2%	-10%	-21	-3%	6	0.4%
COC(=O)CCC(=O)NNC(=O)CCC(=O)Nc1cccc(Cl)c1C	-3	0	-5	5%	-2%	-5	6%	-11	2.9%
O=C(CN1CCCCCC1)Nc1cccc2c1OCO2	15	1	.	1%	-3%	-2	1%	-15	1.4%
O=C(O)Cc1sc(-c2ccccc2)nc1-c1ccccc1	.	.	.	-2%	-1%	.	-4%	6	30%
COc1ccc(CCNC(=O)CC(Cc2ccc(C)cc2)C(=O)O)cc1OC (stereo not given)	-5	1	9	0%	-5%	0	-6%	-1	2.7%
CCOC(=O)c1cc(C)sc1NC(=O)C(c1ccccc1)c1ccccc1	17	4	-12	1%	-3%	-1	-5%	-28	0.4%
C=CCn1c(SCC(=O)NNC(=O)Nc2ccc(C)cc2)nnc1-c1ccccc1	9	2	4	-1%	-2%	-9	1%	4	-0.4%
COc1ccc(NC(=O)c2sc3nc4n(c(=O)c3c2C)CCC4)cc1Cl	-13	0	-9	5%	-2%	-1	3%	-10	-1.5%
COc1ccc(C2NC(=O)c3ccccc3N2)cc1 (stereo not given)	-14	6	-8	-10%	-1%	-8	-13%	-6	0.0%
CCOC(=O)C(CCCCOc1cccc(CC)c1)C(=O)OCC	1	5	12	-5%	-3%	-4	-4%	-23	3.2%
Cc1sc2ncnc(Oc3ccc(-n4ccnc4)cc3)c2c1C	-4	6	19	-4%	-10%	-5	0%	-3	-0.1%
CC(=O)Nc1ccc(NC(=O)CSc2nnc(NC(=O)c3cccc(F)c3)s2)cc1	13	1	19	4%	-4%	-1	1%	-6	-0.8%
CC(=O)Nc1cccc(NC(=S)Nc2cccc(Cl)c2Cl)c1	-3	3	-5	10%	0%	3	0%	-9	0.3%
Cc1cccc(C(=O)Nc2sc3c(c2C(=O)N2CCCCC2)CCC(C)C3)c1 (stereo not given)	-6	0	1	-1%	-2%	0	1%	-14	9.5%

Three structures from above, arranged by heavy-atom count, largest number first:
Compound	D1 antagonist	D1 ag	D2 PAM	Vif-APOBEC3F blk	GRP78 ERSR act	D1 PAM	Vif-APOBEC3G blk	RXFP1 antagonist	RXFP1 agonist
C=CCn1c(SCC(=O)NNC(=O)Nc2ccc(C)cc2)nnc1-c1ccccc1	9	2	4	-1%	-2%	-9	1%	4	-0.4%
Cc1cccc(C(=O)Nc2sc3c(c2C(=O)N2CCCCC2)CCC(C)C3)c1 (stereo not given)	-6	0	1	-1%	-2%	0	1%	-14	9.5%
CCOC(=O)c1cc(C)sc1NC(=O)C(c1ccccc1)c1ccccc1	17	4	-12	1%	-3%	-1	-5%	-28	0.4%

(listing goes on)
Compound	D1 antagonist	D1 ag	D2 PAM	Vif-APOBEC3F blk	GRP78 ERSR act	D1 PAM	Vif-APOBEC3G blk	RXFP1 antagonist	RXFP1 agonist
Cc1cc(C)c2c(c1)NC(=O)C2(O)CC(=O)c1cccs1 (stereo not given)	-12	3	12	-7%	-1%	-8	-4%	-1	1.1%
O=C(CN1C(=O)c2cccc3cccc1c23)Nc1ccccc1	-8	7	-1	-13%	-11%	4	-15%	-5	5.3%
COc1ccc(N(CC(=O)N/N=C(\C)c2cccs2)S(=O)(=O)c2ccccc2)cc1Cl	5	5	-3	.	.	-10	.	.	0.9%
c1ccc(-c2nccc(-c3ccco3)n2)nc1	5	0	-10	-10%	-1%	1	2%	-16	1.2%
CCOC(=O)C1CCN(C(=O)c2ccc3c(SCC(=O)O)c4c(nc3c2)CCCC4)CC1	5	-3	8	?	-2%	-3	3%	2	5.7%
O=C(COc1ccc(Cl)cc1Br)N1CCN(c2ncccn2)CC1	4	5	4	5%	-1%	1	0%	-23	3.8%
O=C(Cn1c(=O)n(Cc2cccs2)c(=O)c2cccnc21)Nc1ccccc1F	9	-1	-6	1%	-1%	-2	3%	.	0.1%
COc1ccc(-c2cc3nc(C)c(CCC(=O)N4CCN(c5cccc(Cl)c5)CC4)c(C)n3n2)c(OC)c1	0	3	3	8%	-3%	-3	3%	.	-0.6%
Cc1ccc(Cl)cc1N1CCN(CC(=O)NC2CCCc3ccccc32)CC1 (stereo not given)	29	3	12	-14%	1%	-3	-12%	?	-0.3%
CC(C)CC(=O)Nc1nc2ccc(S(C)(=O)=O)cc2s1	1	0	12	1%	9%	-3	-6%	4	3.8%
O=C(O)CN(c1ccccc1)C1SC(=O)NC1=O (stereo not given)	10	2	20	2%	-6%	-4	2%	-4	0.7%
CCCCOC(=O)c1ccc(NC(=O)Nc2ccc(OC)c(OC)c2)cc1	13	5	26	4%	-1%	2	1%	4	0.7%
CCOC(=O)CNC(=O)c1cc(C)oc1C	-13	4	.	.	.	-6	.	.	5.3%
COc1ccccc1CN1CCNC(=O)C1CC(=O)O (stereo not given)	6	5	9	-1%	-2%	3	1%	26	-0.5%
O=C(NCCCNc1ccc(C(F)(F)F)cc1[N+](=O)[O-])c1ccc(F)cc1	-18	8	-13	?	-4%	-8	-21%	5	-0.5%
CC(=O)c1ccc(N/N=C(/C(N)=O)C2=NC(C)(C)Cc3ccccc32)cc1	0	2	.	1%	-5%	4	-5%	-24	-1.7%
S=C(NCCc1ccccc1)N1CCN(C(=S)NCCc2ccccc2)CC1	-5	-1	-6	-6%	-4%	1	-3%	-5	-1.6%
O=S(=O)(c1ccc2nc(Cc3cccc(C(F)(F)F)c3)[nH]c2c1)N1CCOCC1	11	4	-4	2%	-1%	3	-7%	-1	-0.8%
COc1ccc(C(=O)NC(c2ccc(Cl)cc2)c2cc(Cl)c3cccnc3c2O)cc1 (stereo not given)	3	6	7	?	-4%	-1	-1%	-9	-0.4%
Cc1cc(C)n2cc(CSc3nnnn3C)nc2n1	-6	4	17	-13%	-2%	2	0%	-9	4.8%

Rewritten with two lines to a compound: part of the list above.
Each structure is followed by: D1 antagonist | D1 ag | D2 PAM | Vif-APOBEC3F blk | GRP78 ERSR act | D1 PAM | Vif-APOBEC3G blk | RXFP1 antagonist | RXFP1 agonist
- O=C(O)CN(c1ccccc1)C1SC(=O)NC1=O (stereo not given)
→ 10 | 2 | 20 | 2% | -6% | -4 | 2% | -4 | 0.7%
- CCCCOC(=O)c1ccc(NC(=O)Nc2ccc(OC)c(OC)c2)cc1
→ 13 | 5 | 26 | 4% | -1% | 2 | 1% | 4 | 0.7%

Just RXFP1 antagonist, Vif-APOBEC3G blk and D2 PAM, for some of the entries so far:
SMILES	RXFP1 antagonist	Vif-APOBEC3G blk	D2 PAM
Cc1cc(C)n2cc(CSc3nnnn3C)nc2n1	-9	0%	17
CC(=O)c1ccc(N/N=C(/C(N)=O)C2=NC(C)(C)Cc3ccccc32)cc1	-24	-5%	.
COc1ccccc1CN1CCNC(=O)C1CC(=O)O (stereo not given)	26	1%	9

(further entries)
Compound	D1 antagonist	D1 ag	D2 PAM	Vif-APOBEC3F blk	GRP78 ERSR act	D1 PAM	Vif-APOBEC3G blk	RXFP1 antagonist	RXFP1 agonist
c1ccc(OCCN2C3=NCCN3c3ccccc32)cc1	1	9	7	3%	-4%	-4	-1%	-12	-2.0%
O=C1C(=O)N(c2ccccn2)C(c2ccc(Br)cc2)/C1=C(/O)c1ccc(Br)cc1 (stereo not given)	5	4	0	-1%	-4%	2	-10%	14	?
O=C(CC(Nc1ccccc1Cl)C(=O)OCC(=O)c1cccs1)c1ccccc1 (stereo not given)	-3	4	-4	-6%	2%	-9	-1%	-14	3.8%
COc1cc(C2NC(C(=O)O)CS2)ccc1OCc1ccccc1C#N (stereo not given)	-22	1	-3	.	.	-6	.	.	-0.3%
COc1ccccc1/C=C(\C)C(=O)c1c(C)cc(C)[nH]c1=O	5	1	-14	2%	-5%	-5	-12%	-16	0.5%
COc1ccc(OC)c(/C=C/C(=O)c2ccc3c(c2)OCCO3)c1	5	7	-2	6%	7%	-4	?	-1	2.4%
Cc1cccc(OCC(O)Cn2c(=N)n(Cc3ccccc3)c3ccccc32)c1 (stereo not given)	-3	68*	-3	4%	-6%	-4	4%	-9	0.4%
Cn1c(=O)c2c(nc(Br)n2Cc2c(F)cccc2Cl)n(C)c1=O	2	4	7	.	.	-1	.	.	0.5%
COc1ccc(/C=N/NC(=O)c2ccc(NC(=O)C3CCCCC3)cc2)cc1O	0	6	1	3%	1%	-9	-15%	5	0.4%
CNC(=O)c1cc2cc(OC)ccc2oc1=N	0	1	-3	-1%	?	-1	-2%	1	6.4%

Bioassay records: PubChem BioAssay, National Center for Advancing Translational Sciences (NCATS)
